Bioassay records: PubChem, National Center for Advancing Translational Sciences (NCATS)
PI4K2A block – qHTS for small molecular inhibitors of PI4K2A; purified PI4K2A, ADP-Glo luminescence, 1 h; hits give low values; activity change, negative = inhibition, % at 76.9 µM; actives 0.13% (n = 420,000); AID 1346378, 2018; in the data active means activity change below about -50%; inconclusive means mostly about -30% to -49%;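 further: -100% = wells without enzyme as full effect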
Target sequence (Q9BTU6 whole entry, looked up): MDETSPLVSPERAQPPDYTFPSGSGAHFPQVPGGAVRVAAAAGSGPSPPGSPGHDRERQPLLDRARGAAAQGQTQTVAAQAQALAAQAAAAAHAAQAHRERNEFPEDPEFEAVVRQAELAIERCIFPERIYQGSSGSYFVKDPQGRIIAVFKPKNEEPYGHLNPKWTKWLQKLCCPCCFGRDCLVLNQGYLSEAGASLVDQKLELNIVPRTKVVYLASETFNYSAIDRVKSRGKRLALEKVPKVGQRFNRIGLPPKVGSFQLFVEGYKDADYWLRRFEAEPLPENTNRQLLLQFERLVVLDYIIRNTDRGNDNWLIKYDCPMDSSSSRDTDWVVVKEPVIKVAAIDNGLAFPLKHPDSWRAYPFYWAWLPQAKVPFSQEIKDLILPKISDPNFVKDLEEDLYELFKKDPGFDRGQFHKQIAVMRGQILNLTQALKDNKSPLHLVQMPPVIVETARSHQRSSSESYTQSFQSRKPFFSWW
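ADP-Glo luminescence measured ADP generated by PI4K2A enzyme (4 ug/mL before mixing) with 1.2 mM PI substrate (pre-mix) and 300 microM ATP (pre-mix). Tris pH7.5 buffer with MgCl2, Triton X-100; 1 h reaction at ambient temperature.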
PGK inhibitor – qHTS Assay to Find Inhibitors of Phosphoglycerate Kinase. Potency, µM (doses to about 57.5 µM), for inactives: at the top dose activity change, negative = inhibition, hits mostly inhibitors. Phosphoglycerate kinase, glycosomal (Trypanosoma brucei brucei), P07378. PGK/GAPDH coupled, Kinase-Glo luminescence, 60 min. actives 0.043% (n = 380,000); further: potency means the concentration at half of the fitted maximal effect; on the % scale 0 is the no-effect control and ±100 the full control effect; nearly all actives have a fitted effect of over 60% in size
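Recombinant glycosomal PGK reaction used 1,3-bisphosphoglycerate generated in-well by GAPDH (100nM final) in 100mM TEA pH 7.6, 5mM MgCl2, 0.01% Tween-20. After 60 minutes at room temperature, ATP was read by Kinase-Glo Plus luminescence end-point.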
IDH1 R132H inh – qHTS for Inhibitors of mutant isocitrate dehydrogenase 1 (IDH1): qHTS | Isocitrate dehydrogenase [NADP] cytoplasmic (Homo sapiens), O75874 | actives 0.093% (n = 390,000) | Potency, µM (top dose mostly 76.6 µM), for inactives: at the highest dose activity change, negative = inhibition, hits mostly inhibitors | AID 602179, 2012 | IDH1-R132H enzyme, NADPH consumption, diaphorase/resazurin fluorescence; further: potency means the concentration at half of the fitted maximal effect; on the % scale 0 is the no-effect control and ±100 the full control effect; nearly all actives have a fitted effect of over 65% in size
Target sequence (O75874 whole entry R132H, stated change not applied): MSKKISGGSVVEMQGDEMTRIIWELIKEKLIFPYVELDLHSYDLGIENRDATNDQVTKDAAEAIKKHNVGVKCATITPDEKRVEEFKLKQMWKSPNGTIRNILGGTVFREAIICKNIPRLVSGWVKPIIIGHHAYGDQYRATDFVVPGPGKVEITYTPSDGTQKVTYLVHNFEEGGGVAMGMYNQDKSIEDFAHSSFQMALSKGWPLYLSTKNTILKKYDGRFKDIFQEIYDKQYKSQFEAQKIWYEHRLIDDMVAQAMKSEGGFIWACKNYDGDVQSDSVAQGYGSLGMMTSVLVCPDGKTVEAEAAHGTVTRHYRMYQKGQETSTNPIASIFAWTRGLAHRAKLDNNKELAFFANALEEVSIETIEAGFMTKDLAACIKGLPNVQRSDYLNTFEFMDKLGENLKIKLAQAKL
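IDH1-R132H (0.5 ug/mL) preincubated 30 min with compound, then NADPH (0.016 mM) and alpha-KG (2 mM) added; 80 min at RT, pH 7.5. Remaining NADPH coupled via diaphorase/resazurin to fluorescence (540/590 nm); concentration-response curves normalized to no-enzyme control.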
Pin1 inh – qHTS Assay to Find Inhibitors of Pin1 | Peptidyl-prolyl cis-trans isomerase NIMA-interacting 1 (Homo sapiens), Q13526 | Pin1 FP peptide displacement, HiFluor488, 10 min | Potency, µM (series often up to 115 µM), inactives show at the top dose activity, negative = inhibition, most hits filed as inhibitors | actives 0.009% (n = 390,000) | AID 504891, 2011; active means well fitted inhibition curve with a large enough effect in the polarisation, with a control signal flat, not every such curve was filed as active; inconclusive means small, poorly fitted or top-dose-only effect, or effect the other way, or a change in a side signal; inactive means no such curve, though single readings can be large or run the other way; the % refers to the polarisation; further: potency means the concentration at half of the fitted maximal effect; on the % scale 0 is the no-effect control and ±100 the full control effect
TrxR1 substrate – qHTS Assay for Substrates of Mammalian Selenoprotein Thioredoxin Reductase 1 (TrxR1): qHTS; actives 0.01% (n = 390,000); AID 588456, 2011; Potency, µM (series often up to 114 µM), for the others: at the top dose activity change, negative = substrate turnover; Thioredoxin reductase 1, cytoplasmic (Rattus norvegicus), O89049; purified TrxR1 substrate turnover, NADPH consumption readout; further: potency means the concentration at half of the fitted maximal effect; on the % scale 0 is the no-effect control and ±100 the full control effect; nearly all actives have a fitted effect of over 50% in size
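Rat TrxR1, dispensed at 90 nM, was prereduced with 400 uM NADPH (final) for 5 min at ~22 deg C, then incubated with compound 15 min before 400 uM selenite. A first-read NADPH fluorescence drop versus no-compound background flagged substrates.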
TrxR1 inh – qHTS Assay for Inhibitors of Mammalian Selenoprotein Thioredoxin Reductase 1 (TrxR1): qHTS; Thioredoxin reductase 1, cytoplasmic (Rattus norvegicus), O89049; recombinant rTrxR1, NADPH fluorescence consumption, selenite substrate; Potency, µM (top dose mostly 114 µM), without a hit: at the top dose activity change, negative = inhibition, most hits filed as inhibitors; actives 1% (n = 390,000); AID 588453, 2011; further: potency means the concentration at half of the fitted maximal effect; on the % scale 0 is the no-effect control and ±100 the full control effect; nearly all actives have a fitted effect of over 65% in size
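Rat TrxR1 (90 nM in the dispensed reagent) was pre-reduced with 400 uM NADPH for 5 min at room temperature, then incubated with compound for 15 min. After 400 uM selenite was added, NADPH fluorescence (Ex 340/Em 450 nm) was followed for 8 min.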
GLS inh – qHTS for Inhibitors of Glutaminase (GLS). Glutaminase kidney isoform, mitochondrial (Homo sapiens), O94925. GLS enzymatic activity, qHTS titration. Potency, µM (titrated, usually from 45.5 µM), for inactives: at the top dose activity change, negative = inhibition, hits mostly inhibitors. actives 0.21% (n = 410,000); further: potency means the concentration at half of the fitted maximal effect; on the % scale 0 is the no-effect control and ±100 the full control effect
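hKGA in 45 mM KH2PO4 (pH 8.2), 0.02% Tween-20 with compound, then 1mM L-Glutamine (stock as added) plus glutamate oxidase/HRP/Amplex red coupling mix. Fluorescence read initially and after 30 min at RT; signal change reflects glutamate formation.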
USP1 inh – Inhibitors of USP1/UAF1: Primary Screen; Ubiquitin carboxyl-terminal hydrolase 1 (Homo sapiens), O94782; Potency, µM (highest dose often 57.1 µM), without a hit: at the highest dose activity change, negative = inhibition, most hits filed as inhibitors; actives 0.23% (n = 390,000); recombinant USP1/UAF1, Ub-Rhodamine cleavage fluorescence; AID 743255, 2014; further: potency means the concentration at half of the fitted maximal effect; on the % scale 0 is the no-effect control and ±100 the full control effect; nearly all actives have a fitted effect of over 60% in size; inactives centre near -12
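USP1/UAF1 complex (1 nM) preincubated 15 min at room temperature with compound, then Ub-Rho substrate (150 nM final) added. Kinetic fluorescence at 480/540 nm over 6 reads at 60 s intervals; 50 mM HEPES pH 7.8, 0.5 mM EDTA, 0.1 mg/ml BSA, 1 mM TCEP, 0.01% Tween-20.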
HP1b chromo inh – HTS for Inhibitors of HP1-beta Chromodomain Interactions with Methylated Histone Tails; Chromobox protein homolog 1 (Homo sapiens), P83916; AlphaScreen HP1-beta / biotin-H3K9me3 peptide binding; Potency, µM (titrated, usually from 114 µM), for the others: top-dose activity change, negative = inhibition, hits mostly inhibitors; actives 0.56% (n = 390,000); AID 540317, 2011; further: potency means the concentration at half of the fitted maximal effect; nearly all actives have a fitted effect of over 70% in size; inactives centre near 23
Target sequence (P83916 whole entry, looked up): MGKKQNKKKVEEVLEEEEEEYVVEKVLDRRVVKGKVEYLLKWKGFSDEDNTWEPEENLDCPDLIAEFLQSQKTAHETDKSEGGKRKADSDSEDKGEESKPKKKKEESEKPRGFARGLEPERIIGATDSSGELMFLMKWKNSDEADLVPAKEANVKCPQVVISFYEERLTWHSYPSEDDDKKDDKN
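Compound inhibition of the preformed complex between 50 nM HP1-beta and 50 nM biotinylated H3K9me3 peptide was read by AlphaScreen. Buffer was PBS pH 7.4 with 0.01% Tween-20. Incubations ran 30 min at room temperature, with 10 ug/mL donor/acceptor beads.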
Active calls of the source: *; & = joins results of further samples; [ ] = dose if it differs, or a comment. Unless noted, the call rests on the fitted dose curve; in most records, active means well fitted curve in the direction sought with a large enough effect; inconclusive means small, poorly fitted or top-dose-only effect, or another doubt; inactive means no such curve, though single readings can be large; an effect the other way counts as inactive or inconclusive. An excerpt (hit frequency here may not be typical).

Screening O=C(CSc1ncn[nH]1)N/N=C/c1ccc(Br)cc1 returned PI4K2A block 4, PGK inhibitor -4%, IDH1 R132H inh 3%, Pin1 inh 1%, TrxR1 substrate 58%[activator], TrxR1 inh 19%, GLS inh 5%, USP1 inh -29% and HP1b chromo inh 38%.
CCn1c(SCCC(=O)O)nnc1-c1cccnc1 was read as PI4K2A block -4, PGK inhibitor -3%, IDH1 R132H inh 6%, Pin1 inh -7%, TrxR1 substrate 3%[57.1 µM], TrxR1 inh 9%[57.1 µM], GLS inh -5%, USP1 inh -6% and HP1b chromo inh 21%.
For CC(C)C(c1nnnn1C1CCCC1)N1CCN(C(=O)c2ccco2)CC1 (centres undefined) the results were PI4K2A block 0, PGK inhibitor -10%, IDH1 R132H inh -2%, Pin1 inh -2%, TrxR1 substrate -5%, TrxR1 inh 17%, GLS inh 6%, USP1 inh 3% and HP1b chromo inh 23%.
For O=C(/C=C\Nc1cccc(F)c1)c1cccs1 the results were PI4K2A block -6, PGK inhibitor -15%, IDH1 R132H inh 6%, Pin1 inh -3%, TrxR1 substrate -12%, TrxR1 inh 10%[57.1 µM], GLS inh 5%, USP1 inh -17% and HP1b chromo inh 85%[activator].
Cc1cccc(N(C)c2ccc3cc(S(=O)(=O)N4CCCC4)ccc3n2)c1 was read as PI4K2A block -2&3, PGK inhibitor 2%&1%, IDH1 R132H inh 0%&-8%, Pin1 inh 14%&8%, TrxR1 substrate 98%[activator], TrxR1 inh 133%[activator], GLS inh -10%&-3%, USP1 inh -26%&-8% and HP1b chromo inh 131%&151%[activator].
COc1ccc(CNC(=O)[C@@H]2CC=C[C@@H]3CCN(Cc4ccc(Cl)c(Cl)c4)C(=O)[C@@H]32)cc1 was read as PI4K2A block 4, PGK inhibitor -9%, IDH1 R132H inh 4%, Pin1 inh 12%, TrxR1 substrate -11%&5%, TrxR1 inh 21%[57.1 µM], GLS inh -11%, USP1 inh -24% and HP1b chromo inh 30%.
`Cn1c(=O)oc2cc(S(=O)(=O)NC3CCCCCCC3)ccc21` gave PI4K2A block -5, PGK inhibitor 2%, IDH1 R132H inh -6%, Pin1 inh 1%, TrxR1 substrate -4%, TrxR1 inh 4%, GLS inh 8%, USP1 inh -6% and HP1b chromo inh 21%.
`COc1ccc2c(c1)OC[C@H]1[C@H]2N2C(=O)c3cc(Br)ccc3NC(=O)[C@@]2(C)[C@H]1c1ccccc1` gave PI4K2A block -3, PGK inhibitor -5%, IDH1 R132H inh 1%, Pin1 inh 21%, TrxR1 substrate 11%, TrxR1 inh 27%, GLS inh 2%, USP1 inh -21% and HP1b chromo inh 2%.
For COc1cccc(-c2cc(C(=O)NCCc3ccc(OC)c(OC)c3)no2)c1 the results were PI4K2A block -1, PGK inhibitor -8%, IDH1 R132H inh 9%, Pin1 inh -8%, TrxR1 substrate -3%, TrxR1 inh -7%, GLS inh 1%, USP1 inh -18% and HP1b chromo inh 35%.
For Fc1ccc(-n2cc(-c3ccccc3)c3c(NN4CCOCC4)ncnc32)cc1 the results were PI4K2A block 4, PGK inhibitor 3%, IDH1 R132H inh inconclusive, Pin1 inh -1%, TrxR1 substrate -5%, TrxR1 inh -10%, GLS inh 25%, USP1 inh -8% and HP1b chromo inh inconclusive.
`CCCCN(CCCC)CCNC(=O)c1cn(C)c2ccc(S(=O)(=O)N3CCCC3)cc2c1=O` gave PI4K2A block 2&-17, PGK inhibitor 9%&-7%, IDH1 R132H inh -4%&0%, Pin1 inh -1%&9%, TrxR1 substrate -10%&3%, TrxR1 inh -20%&4%, GLS inh 3%&-4%, USP1 inh -5%&-4% and HP1b chromo inh 32%&66%.
CCOC(=O)c1nnn(-c2nonc2N)c1CN(CC)c1ccccc1 was read as PI4K2A block -4, PGK inhibitor 0%, IDH1 R132H inh 13%, Pin1 inh 0%, TrxR1 substrate -8%, TrxR1 inh 9%, GLS inh 17%, USP1 inh -7% and HP1b chromo inh 16%.
Cc1cccc(C)c1OCC(=O)N(Cc1cccs1)C1CCS(=O)(=O)C1 (centres undefined) was read as PI4K2A block 9, PGK inhibitor 5%, IDH1 R132H inh -2%, Pin1 inh 0%, TrxR1 substrate -9%, TrxR1 inh -14%, GLS inh 4%, USP1 inh -2% and HP1b chromo inh 51%[activator].
CCOC(=O)Cc1csc(NC(=O)c2c(C)noc2C)n1 was read as PI4K2A block 1, PGK inhibitor 4%, IDH1 R132H inh -4%, Pin1 inh 8%, TrxR1 substrate -4%, TrxR1 inh 14%, GLS inh 2%, USP1 inh -6% and HP1b chromo inh 35%.
For O=C(CCCCCN1C(=O)c2ccccc2C1=O)NCc1ccco1 the results were PI4K2A block 3, PGK inhibitor -5%, IDH1 R132H inh 0%, Pin1 inh -8%, TrxR1 substrate 10%[57.1 µM], TrxR1 inh 9%[57.1 µM], GLS inh 2%, USP1 inh -15% and HP1b chromo inh 12%.
`O=c1c2ccccc2c(/C=N/c2ncn[nH]2)c(O)n1Cc1ccccc1` gave PI4K2A block 6&-8, PGK inhibitor 0%, IDH1 R132H inh -9%&-8%, Pin1 inh -2%&33%, TrxR1 substrate -2%, TrxR1 inh 19%, GLS inh -8%&21%, USP1 inh inconclusive and HP1b chromo inh -1%&37%.
`Cc1c(C(=O)Nc2ccc(F)c(Cl)c2)sc2nc3n(c(=O)c12)CCC3` gave PI4K2A block 1, PGK inhibitor inactive, IDH1 R132H inh 17%, Pin1 inh -4%, TrxR1 substrate -7%, TrxR1 inh 6%, GLS inh -7%, USP1 inh 5% and HP1b chromo inh 40%[activator].
CCc1ccc2[nH]c(O)c(N=Nc3nc(-c4ccccc4)cs3)c2c1 was read as PI4K2A block -10, PGK inhibitor -5%, IDH1 R132H inh -2%, Pin1 inh inconclusive, TrxR1 substrate -3%[57.1 µM], TrxR1 inh -13%[57.1 µM], GLS inh 7%, USP1 inh -14% and HP1b chromo inh inconclusive.
For CC1=C(C(=O)N2CCOCC2)C(c2cccc(C)c2)NC(=S)N1 (centres undefined) the results were PI4K2A block 3, PGK inhibitor -4%, IDH1 R132H inh 10%, Pin1 inh -5%, TrxR1 substrate 2%, TrxR1 inh 7%, GLS inh -11%, USP1 inh -8% and HP1b chromo inh 37%.
CCc1cccc(C)c1NC(=O)COC(=O)Cc1ccccc1 was read as PI4K2A block 0, PGK inhibitor -5%, IDH1 R132H inh 4%, GLS inh 2% and USP1 inh inconclusive.
For O=C(c1ccccc1[N+](=O)[O-])N1CCN(c2ccc(N3CCOCC3)nn2)CC1 the results were PI4K2A block -5, PGK inhibitor 0%, IDH1 R132H inh 9%, Pin1 inh -2%, TrxR1 substrate 2%, TrxR1 inh 3%, GLS inh 8%, USP1 inh -12% and HP1b chromo inh 18%.
For CCOCCCN(CCC#N)S(=O)(=O)c1ccc(S(=O)(=O)N2CCCC2)cc1 the results were PI4K2A block -1, IDH1 R132H inh 4%, Pin1 inh -8%, TrxR1 substrate -1%[2.29 µM], TrxR1 inh -22%[57.1 µM], GLS inh 9%, USP1 inh 2% and HP1b chromo inh 38%[activator].
CCn1ccnc1CN(C)C(=O)c1cc(COc2c(F)cccc2F)on1 was read as PI4K2A block 1, PGK inhibitor -5%, IDH1 R132H inh 7%, Pin1 inh -6%, TrxR1 substrate 8%, TrxR1 inh 33%, GLS inh 1%, USP1 inh -22% and HP1b chromo inh 18%.
For Cc1cc(OCC(=O)Nc2ccc(S(=O)(=O)NC3=NCCCCC3)cc2)c(C(C)C)cc1Cl the results were PI4K2A block 1, PGK inhibitor 2%, IDH1 R132H inh -1%, Pin1 inh 14%, TrxR1 substrate 4%, TrxR1 inh 26%, GLS inh 2%, USP1 inh -12% and HP1b chromo inh 2%.
`CCCCOc1ccc(N(CC(=O)NC2CCCC2)C(=O)CCC(=O)Nc2ccccn2)cc1` gave PI4K2A block 2, PGK inhibitor inactive, IDH1 R132H inh -1%, Pin1 inh -2%, TrxR1 substrate -3%, TrxR1 inh 9%[57.1 µM], GLS inh -13%, USP1 inh -15% and HP1b chromo inh -1%.
`CCOC(=O)c1c(C=O)c(C)n(Cc2ccccc2Cl)c1C` gave PI4K2A block 5, PGK inhibitor -8%, IDH1 R132H inh -2%, Pin1 inh 2%, TrxR1 substrate -7%, TrxR1 inh -1%, GLS inh 4%, USP1 inh -9% and HP1b chromo inh -10%.
